Screening results as filed in PubChem BioAssay.
TWEAK Fn14 block = inhibitors of TWEAK-Fn14 signaling, primary screen, luciferase reporter cells, uHTS | AID 1159606, 2016 | TWEAK-stimulated Fn14 reporter cells, luciferase luminescence, 8 h | inhibition, % at 10 µM | 360,000 compounds, 2% hits; in the data active means inhibition above about 50%
NR2E3 ag-1 = inhibitors of NR2E3-RetCOR corepressor binding, primary screen, NR2E3 agonist project, biochemical, TR-FRET, GST-NR2E3, biotin-RetCOR; Photoreceptor-specific nuclear receptor (Homo sapiens), Q9Y5X4; 1536-well; inhibition of corepressor binding, % at 4.78 µM; 320,000 compounds, 0.12% hits; AID 2300, 2010;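 active means percent inhibition above the cutoff of mean plus 3 SD of all tested compounds, set per screening campaign, cut at about 20% in these data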;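 further: 0% = DMSO wells and 100% = biotin wells as full block of FRET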
Target sequence (Q9Y5X4 whole entry, looked up): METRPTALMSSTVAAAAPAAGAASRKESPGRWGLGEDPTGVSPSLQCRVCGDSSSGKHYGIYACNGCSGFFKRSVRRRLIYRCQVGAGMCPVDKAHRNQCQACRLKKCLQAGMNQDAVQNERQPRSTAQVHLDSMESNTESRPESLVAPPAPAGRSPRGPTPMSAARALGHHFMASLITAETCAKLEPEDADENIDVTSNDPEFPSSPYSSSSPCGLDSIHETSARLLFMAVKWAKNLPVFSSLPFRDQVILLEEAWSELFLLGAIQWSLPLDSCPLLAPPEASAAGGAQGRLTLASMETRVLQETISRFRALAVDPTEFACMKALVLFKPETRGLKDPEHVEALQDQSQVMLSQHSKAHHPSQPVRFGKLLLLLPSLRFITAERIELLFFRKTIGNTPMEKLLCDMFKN
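Material: NR2E3–RetCOR corepressor complex / Amount: 1.35 nM GST-NR2E3 / Medium: Tris pH 7.5 / Compound: single nominal compound dose of 4.8 µM / Incubation: 5 h at 4 °C / Technique: TR-FRET, Eu(K)-anti-GST donor, streptavidin-D2 acceptor, ex 340, em 617/671 nm / Read-out basis: percent loss of FRET ratio relative to control wells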
Shn3 3UTR inh = reduction of Shn3 3'UTR firefly luciferase signal, primary screen, Schnurri-3 inhibitor project, cell-based, Clone20 osteoblasts, set 2 | Clone20 osteoblast Shn3 3'UTR firefly luciferase, 24 h | inhibition, % at 12.5 µM | 360,000 compounds, 0.52% hits | AID 588674, 2011;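 active means mean inhibition of at least 75% with every replicate also reaching 75%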;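 further: 0% = median of neutral control wells and 100% = pilot-screen positive control compound; some compounds past the cut are filed as inactive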
CF NFkB block = inhibitors of PAF-induced NF-kB signaling, primary screen, cell-based, GFP fluorescence, uHTS | KKLEB NF-kB-GFP reporter, GFP fluorescence overnight | inhibition, % at 5 µM | 360,000 compounds, 0.86% hits;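 active means at least 50% inhibition at 5 µM, scaled per plate between neutral and stimulator controls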;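 further: PAF is a Pseudomonas aeruginosa culture filtrate used as stimulus; plate controls were PAF-stimulated DMSO wells for no effect and unstimulated DMSO wells for full effect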
aDG glyco up = activators of alpha-DG glycosylation, primary screen, uHTS, Pro5-aDG cells, AlphaScreen; alpha-DG glycosylation AlphaScreen (IIH6); 0% Pro5, 100% B10-LARGE cell signal; activation, % at 10 µM; 360,000 compounds, 0.22% hits; AID 624168, 2012;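 active means activation of at least 8% versus controls, or a plate z-score of at least 8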;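 further: Pro5 are CHO cells carrying HIG-tagged alpha-DG that lacks glycosylation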
NR2E3 ag-2 = NR2E3 agonists in two-hybrid cells, primary screen, cell-based, luminescence, CHO-S, Gal4-NCOR/VP16-NR2E3. Photoreceptor-specific nuclear receptor (Homo sapiens), Q9Y5X4. luciferase. inhibition of corepressor binding, % at 3.98 µM. 360,000 compounds, 0.35% hits. AID 602229, 2012;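 active means inhibition above the mean of all tested compounds plus 3 SD, cut at about 70% in these data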;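 further: 0% = DMSO with NR2E3 transfected cells and 100% = cells lacking NR2E3 construct; higher means lower luciferase signal from less NR2E3 corepressor binding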
MITF TRPM1 inh = inhibitors of MITF-dependent TRPM1 promoter reporter, primary screen, cell-based, SK-MEL-5, single point, luciferase. SK-MEL-5 TRPM1 promoter luciferase, 24 h. inhibition, % at 12.5 µM. 330,000 compounds, 0.83% hits;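 active means mean inhibition across replicates of 60% or more, whatever share of single replicates reaches that level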; further: values of inactives mirror those of a sister screen read the other way
HIF-2a inh = HIF-2a reporter inhibitors, primary screen, luminescence, 786-0 RCC cells; 786-0 RCC cells HIF-2a reporter, luciferase luminescence, overnight; inhibition, % at 18.8 µM; 360,000 compounds, 0.72% hits; AID 624352, 2012;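 active means inhibition of the luminescence signal of 40% or more relative to plate controls, in a single-dose primary screen at 18.75 µM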
KKLEB tox = cytotoxicity in KKLEB CF airway cells, primary screen, cytotoxicity control for CF NF-kB inhibitor project, cell-based, uHTS, fluorescence assay plates; 360,000 compounds, 0.36% hits; KKLEB CF airway cells viability, ATPlite luminescence, overnight; active compounds read low; cells stimulated with P. aeruginosa culture filtrate; activity change (cytotoxicity), % at 5 µM;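 active means corrected activity change at or below -50% at 5 µM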
hiPSC survival = enhancers of single-cell hiPSC survival, primary screen, ATPlite luminescence. 100% = ROCK inhibitor wells, 0% = DMSO. 360,000 compounds, 0.044% hits. survival enhancement, % at 20 µM. AID 602274, 2012; in the data active means survival enhancement above about 18%;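 further: cells exposed to compounds for 16 hours before the ATP read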
Peg3 promoter = Peg3 promoter-driven luciferase inhibitors, primary screen, cell-based, HeLa, luciferase luminescence; HeLa PEG-Prom luciferase reporter, overnight; inhibition, % at 20 µM; 360,000 compounds, 1.7% hits; AID 588405, 2011;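 active means inhibition of at least 50% at 20 µM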
Starred values were filed as active, the others as inactive; / = not tested or not shown. Rows are unselected. Share with any hit: about 4.4%.

SMILES | TWEAK Fn14 block | NR2E3 ag-1 | Shn3 3UTR inh | CF NFkB block | aDG glyco up | NR2E3 ag-2 | MITF TRPM1 inh | HIF-2a inh | KKLEB tox | hiPSC survival | Peg3 promoter
O=C1c2cccc3c(N4CCOCC4)c([N+](=O)[O-])cc(c23)C(=O)N1c1cccc2ccccc12 | -14 | 2 | 23 | -1 | -0.6 | -8 | -2 | 18 | -9 | 9.3 | 27
CC(C)NC(=O)NC(=O)COc1ccc(Br)cc1Br | 33 | -1 | -54 | 2 | 0.0 | -114 | -30 | -130 | 5 | 1.0 | -140
COc1ccc(Nc2oc(COc3cccc(C)c3)nc2C#N)cc1 | 68* | -2 | -31 | 1 | 0.2 | -115 | -24 | -70 | -3 | 1.0 | -101
Cc1ccc(C)c(OCc2nnc(N)s2)c1 | -3 | 3 | 4 | 10 | 1.0 | -2 | 10 | -4 | -8 | 0.7 | -2
COc1cccc(CC(=O)n2nc(N)c3cc4ccc(OC)cc4nc32)c1 | 12 | 1 | 3 | -36 | -0.1 | -5 | -31 | -40 | -2 | 2.4 | 40
COc1cccc(CNC(=S)Nc2ccc3c(c2)c(=O)n(C)n3Cc2csc(C)n2)c1 | -4 | / | 9 | -7 | -0.3 | 0 | / | 8 | 4 | 3.6 | 13
CC(C(=O)N(C1CC1)C1(C(=O)Nc2ccccc2)CCCC1)N1C(=O)c2ccccc2C1=O (centres undefined) | -3 | 0 | 5 | 0 | 0.1 | -21 | -15 | -1 | 0 | 11 | 5
Cc1cc(OCC(=O)NCC2CCC(C(=O)O)CC2)c2c(C)c(Cc3ccccc3)c(=O)oc2c1 (centres undefined) | 6 | 0 | -20 | 20 | -0.2 | -11 | 7 | -4 | -17 | -0.5 | -7
CC1CN(C(=O)c2cccc(S(=O)(=O)Nc3ccccc3Cl)c2)CC(C)O1 (centres undefined) | 12 | 3 | 3 | -4 | -0.2 | 13 | 3 | 6 | 4 | 0.0 | 5
O=C(CNC(=O)/C=C/c1ccco1)N=Nc1c(O)[nH]c2ccccc12 | -13 | 0 | -1 | -9 | -0.1 | -16 | 5 | 7 | 1 | -0.5 | -13
Cn1c(=O)c2nc(SCc3ccccc3)n(C)c2n(C)c1=O | 15 | / | -1 | -10 | 0.0 | 6 | -15 | -10 | 4 | 0.9 | -10
COc1ccc(NC(=O)c2ccco2)cc1NC(=O)c1cccnc1 | 0 | -1 | 3 | 3 | -0.1 | -4 | 6 | 23 | 6 | 0.4 | -5
N#Cc1cc2c(=O)n3ccccc3nc2n(CCCn2ccnc2)c1=N | -46 | 2 | 2 | -86 | 0.0 | -2 | 3 | 2 | 16 | -2.1 | 7
Cc1csc(=O)n1CC(=O)OCC(=O)NNC(=O)c1ccc([N+](=O)[O-])cc1 | -7 | 6 | 2 | -17 | -0.2 | -1 | 7 | -7 | 12 | -0.5 | 5
COCCN(C(=O)CSc1nnc(C)n1Cc1ccccc1)c1c(N)n(CC(C)C)c(=O)[nH]c1=O | -8 | 1 | 7 | 3 | -0.1 | -5 | -4 | -30 | 10 | 0.0 | 11
O=C(O)Cn1c2ccccc2c2nc3ccccc3nc21 | -36 | / | -78 | -120 | -0.1 | -165 | / | -285 | 13 | -3.5 | -363
O=[N+]([O-])c1cccc(Nc2nc(Cl)nc(Cl)n2)c1 | 2 | 5 | 12 | 6 | 0.1 | -11 | -1 | 5 | -10 | 0.5 | 6
O=C(NCCCN1CCc2ccccc2C1)Nc1ccc(Cl)cc1 | -4 | 6 | -17 | 3 | 0.3 | -8 | -2 | -56 | -9 | -2.8 | -36
CC(C)c1c(C(=O)N/N=C/c2ccc(OCc3ccccc3)cc2)nnn1-c1nonc1N | -34 | -3 | -9 | 2 | 3.2 | -14 | -65 | -14 | -34 | 0.8 | -49
c1ccc(-c2cnc(-c3cccnc3)o2)cc1 | -14 | -2 | -44 | -11 | 0.8 | -64 | -64 | -250 | 2 | -2.1 | -242
COc1ccc(CCC(=O)N2CCN(S(=O)(=O)c3cccs3)CC2)cc1 | -10 | / | 16 | 7 | 0.0 | 4 | -4 | -5 | -7 | -0.4 | -5
CCCNC(=O)CCn1cc(-c2ccc(OC)cc2)nc1CCN | -12 | -2 | 14 | -4 | -0.3 | 28 | -5 | 14 | 2 | -4.4 | 2
O=C1NCCN(Cc2ccoc2)C1CC(=O)N(CCO)Cc1ccccc1 (centres undefined) | 12 | 3 | 1 | 12 | 0.0 | -11 | 1 | 3 | -8 | 1.7 | 9
O=C1C2CCC(C(O)C2)N1Cc1ccccc1 (centres undefined) | -4 | 1 | -23 | 13 | 0.2 | -26 | -2 | -1 | -2 | -1.1 | -1
CCCCOC(=O)CSc1nc2c(cc1C#N)C(=O)CC(C)(C)C2 | -22 | 0 | -42 | 4 | 0.3 | -27 | -53 | -147 | -5 | 4.3 | -145
Cc1cccc(C)c1NS(=O)(=O)c1c(C(=O)N2CCCCC2)c(C)n(C)c1C | 23 | -2 | 3 | -2 | -0.2 | 7 | -1 | 8 | 3 | 0.3 | 0
CN(C)CCCOC(=O)c1ccccc1 | -2 | -2 | 4 | -2 | -0.1 | -20 | 0 | -12 | -8 | -0.2 | -4
COCc1c(C(=O)OCC(=O)N2c3ccccc3CC2C)oc2ccccc12 (centres undefined) | 15 | 1 | 1 | 0 | -0.1 | 11 | 9 | 21 | -6 | 6.3 | 7
CCNC(=O)COC(=O)c1cc(C)n(-c2ccccc2)c1C | -4 | 3 | -14 | 7 | 0.4 | 5 | -9 | -74 | -5 | -1.3 | -46
COc1ccc([C@H]2CC(=O)C=C(c3ccc(-c4ccccc4)cc3)C2)cc1OC | -26 | 4 | 70 | 28 | 0.1 | 19 | / | 2 | -43 | 2.6 | 2
Cn1c(=O)c2c(nc(SCc3ccc(C(=O)O)cc3)n2C)n(C)c1=O | 2 | 1 | 15 | -1 | 0.0 | -11 | 7 | 14 | -1 | -0.5 | 10
O=C(NCCN1CCNCC1)c1ccccc1O | -11 | 1 | 13 | -6 | -0.1 | -3 | / | 7 | 6 | -0.7 | -2
CCOC(=O)/C=c1\s/c(=C\c2ccc3cc(OC)ccc3c2)c(=O)n1CC(=O)NCc1ccc2c(c1)OCO2 | -21 | -5 | 5 | -6 | -0.1 | -9 | 8 | 6 | -18 | -1.8 | 3
Cc1oc(-c2ccc(-c3ccccc3)cc2)nc1CN1CCN(CC(=O)N(C)C)CC1 | 20 | 3 | -51 | -4 | 0.5 | -171 | -31 | -234 | 12 | 1.1 | -116
CC(C)(C)NC(=O)C1c2ccccc2OCC(=O)N1Cc1ccccc1 (centres undefined) | 9 | / | / | / | 0.6 | -15 | / | 2 | / | -0.5 | /
COc1cccc(CN(C)CC(=O)NCc2ccccc2Cl)c1OC | -3 | -5 | -10 | 0 | 0.1 | 13 | -3 | -9 | 3 | 0.3 | 2
COc1ccc(C(=O)NC2(C(F)(F)F)C(=O)Nc3c2c(=O)[nH]c(=O)n3CCc2ccc(OC)c(OC)c2)cc1 (centres undefined) | -9 | -3 | -15 | 12 | 0.0 | -19 | 2 | 13 | -10 | 0.0 | 12
CCOc1ccc(CN2CCN(Cc3cccc4c3OCO4)CC2CCO)cc1 (centres undefined) | 12 | 1 | 52 | -11 | -0.1 | -19 | -1 | 8 | 5 | -1.1 | 8
COC(=O)c1sccc1NC(=O)Cn1nnc(-c2ccccc2C)n1 | 23 | -2 | 3 | 14 | -0.1 | 25 | 4 | 19 | 4 | -0.1 | 11
CCN(CC)c1ccc(N=Cc2ccc([N+](=O)[O-])o2)cc1 | 4 | -7 | 19 | -29 | -0.7 | -98 | 11 | -147 | -3 | -2.8 | -22
Cn1ccc2c(-c3ccc(C(C)(C)C)cc3)cc3c(c21)C1CCC3O1 (centres undefined) | -53 | / | 25 | 30 | -0.3 | -3 | / | -78 | 2 | -2.3 | -68
C[C@@H]1Cn2cnc(C(=O)Nc3cccc(Cl)c3)c2C(=O)N1 | 44 | / | 6 | 8 | -0.2 | -34 | / | -27 | 16 | 2.3 | 28
Cc1cccc(NC(=O)CCC(=O)NCCO)c1 | -10 | 1 | 2 | 5 | 3.1 | -30 | -12 | 14 | -4 | 0.4 | 26
CN1CCN(C(=S)c2cn(CCOc3ccccc3F)c3ccccc23)CC1 | -11 | -5 | 4 | -9 | -0.1 | 4 | -9 | -41 | -10 | -0.9 | -28
O=C(Nc1ccccc1)c1ccc(N2CCN(c3ccccn3)CC2)c(S(=O)(=O)N2CCOCC2)c1 | -30 | -2 | 5 | -9 | -0.2 | 5 | 8 | 6 | 12 | -1.4 | 23
COC(=O)CN(c1ccccc1OC)S(=O)(=O)c1ccccc1 | 12 | 4 | 4 | -12 | 0.0 | -11 | 4 | 5 | 8 | 1.4 | 26
COc1ccc(Nc2cc(C(=O)NCCCN3CCN(C)CC3)c3ccccc3n2)cc1OC | -8 | -3 | 9 | 16 | -0.2 | -9 | -11 | 11 | -1 | -2.9 | 1
CC(C)CNC(=O)c1cccc(NC(=O)C2CCCO2)c1 (centres undefined) | -13 | 0 | 7 | 21 | -0.4 | 3 | 5 | 9 | -3 | 1.6 | 3
Cc1sc2nc(CN3CCCC3)nc(N3CCN(S(=O)(=O)c4ccccc4)CC3)c2c1C | 3 | 3 | 5 | 4 | -0.3 | 12 | -22 | 13 | 5 | -0.2 | 13
Cc1ccc(C(=O)Nc2ncc3c(n2)CC(c2ccco2)CC3=O)cc1 (centres undefined) | 36 | 0 | -34 | 5 | -0.3 | -30 | -2 | 4 | 1 | -2.3 | 4
COc1ccc(NC(=O)c2ccc(C)cc2Cl)c([N+](=O)[O-])c1 | -9 | 2 | -25 | 0 | -0.4 | -90 | -61 | -199 | -5 | -1.2 | -248

Three of the entries above in order of their number in NR2E3 ag-1, high to low.
SMILES | NR2E3 ag-1
COc1ccc(NC(=O)c2ccc(C)cc2Cl)c([N+](=O)[O-])c1 | 2
Cc1cccc(NC(=O)CCC(=O)NCCO)c1 | 1
O=C(Nc1ccccc1)c1ccc(N2CCN(c3ccccn3)CC2)c(S(=O)(=O)N2CCOCC2)c1 | -2
